Screening results deposited in PubChem BioAssay by National Center for Advancing Translational Sciences (NCATS).
Mito fusion act: inhibitors of mitochondrial division or activators of mitochondrial fusion | 320,000 compounds, 0.23% hits | Potency, µM (titrated, usually from 46.1 µM), for inactives: top-dose growth rescue (activation), actives largely listed as activators | AID 485298 | S. cerevisiae fusion-defective mutant growth rescue, CellTiterGlo 48 h;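 note: potency is the fitted concentration of half-maximal effect; % of control where 0% means no effect; nearly all actives have a fitted effect of over 45% in size; temperature-sensitive fusion mutants such as fzo1-1 at 37 °C on non-fermentable ethanol glycerol medium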
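Yeast fusion mutant, YPEG (non-fermentable carbon), compound, 48 h at 37C non-permissive; CellTiterGlo added, 10 min RT, luminescence read. Rescued growth = division inhibition.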
TCR act: activators of T cell receptors; Potency, µM (titrated, usually from 9.22 µM), for the others: at the highest dose activation of IL-2 secretion, most hits filed as activators; AID 504894; primary human leukocytes, anti-CD3, IL-2 HTRF, 48 h; 330,000 tested, under 10 active; note: % of control where 0% means no effect
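TCR engagement came from a-CD3 beads alone, with compounds added to primary human leukocytes for 48 hr. Secreted IL-2 bridged europium cryptate- and d2-labelled anti-IL-2 antibodies, giving FRET emission at 665nm after 320nm excitation.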
Integrin act MD: activates integrin-mediated alleviation for muscular dystrophy | alpha7betagal myoblasts, beta-gal FDG fluorescence, 48 h | Potency, µM (titrated, usually from 38.3 µM), inactives show at the highest dose activation, actives largely listed as activators | 350,000 compounds, 0.064% hits;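 note: potency is the fitted concentration of half-maximal effect; 100% = response of the positive control SU9516; nearly all actives have a fitted effect of over 60% in size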
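Alpha7betagal+/- myoblasts (passage 13) were plated 16-24 hr, then exposed to compounds (1:260 dilution of DMSO stock) for 48 hours at 37C. After MPER lysis, β-galactosidase reporter activity was read as FDG fluorescence (ex 480/em 540) after 30 minutes.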
Chronic BCR inh: blocks chronic active B-cell receptor signaling. ABC-DLBCL IkBa-CBG/CBR reporter, luminescence ratio, 4 h. Potency, µM (top dose mostly 46.1 µM), without a hit: at the highest dose ratio change, negative = lower green/red ratio, actives largely listed as inhibitors. 340,000 compounds, 0.05% hits; active = well fitted inhibition curve with a large enough effect in the signal ratio, with a control signal flat, not every such curve was filed as active; inconclusive = small, poorly fitted or top-dose-only effect, or effect the other way, or a change in a side signal; the % refers to the signal ratio;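 note: potency is the fitted concentration of half-maximal effect; plate controls were basal doxycycline-induced cells for no effect and cells given 10 µM MG132 for full effect; MG132 reads +100%, hits lower the ratio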
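Compounds up to 46 uM were incubated four hours with TMD8 cells whose green CBG68 luciferase is fused to IkappaBalpha; red CBR luminescence normalised the signal, and concentration-effect curves were fitted to fusion, red and ratio data.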
TSG101-PTAP inh: blocks PTAP/TSG101 interaction to inhibit HIV-1 budding. Fluorescence polarization, FITC-PTAP peptide / Tsg101 binding. Potency, µM (titrated, usually from 115 µM), for inactives: at the top dose activity change, negative = inhibition, actives largely listed as inhibitors. 340,000 tested, under 10 active; active = well fitted inhibition curve with a large enough effect in the main read-out, with a control signal flat, not every such curve was filed as active; inconclusive = small, poorly fitted or top-dose-only effect, or effect the other way, or a change in a side signal; inactive = no such curve, though single readings can be large or run the other way; note: potency is the fitted concentration of half-maximal effect; % of control where 0% means no effect
Target sequence (Q99816 whole entry, looked up): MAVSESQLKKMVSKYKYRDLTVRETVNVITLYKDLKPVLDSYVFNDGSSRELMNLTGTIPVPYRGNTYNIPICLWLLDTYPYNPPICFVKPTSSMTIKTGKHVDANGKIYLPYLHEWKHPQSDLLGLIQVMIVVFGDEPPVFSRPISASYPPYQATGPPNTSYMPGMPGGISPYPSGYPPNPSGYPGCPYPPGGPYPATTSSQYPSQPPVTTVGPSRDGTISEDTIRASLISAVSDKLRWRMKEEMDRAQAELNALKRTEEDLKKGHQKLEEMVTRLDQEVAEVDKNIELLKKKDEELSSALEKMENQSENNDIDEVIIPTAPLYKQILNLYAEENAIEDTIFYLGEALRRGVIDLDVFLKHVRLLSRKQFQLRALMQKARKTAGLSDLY
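Fluorescence anisotropy tracks displacement of a FITC-tagged PTAP peptide (50 nM) from the Tsg101 binding domain (10 uM), following a 20 min room-temperature incubation at pH 7.5.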
ELG1 DNA repair: inhibitors of ELG1-dependent DNA repair in HEK293T cells | Potency, µM (top dose mostly 46.1 µM), inactives show at the highest dose activity change, negative = inhibition, actives largely listed as inhibitors | HEK293T ELG1-luciferase reporter, luminescence, 16 h; DNA damage induced by 5-fluorouridine | 330,000 compounds, 2.3% hits | AID 504467; note: potency is the fitted concentration of half-maximal effect; % is set by controls: 0 for no effect and ±100 for the full control effect; nearly all actives have a fitted effect of over 55% in size
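Luminescence from the luciferase reporter, measured 30 min after ONE-Glo reagent at room temperature, was the read-out. Beforehand, 2,000 cells per well were exposed for 16 hr at 37 °C to 5-fluorouridine together with compound or vehicle.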
Tb PFK block: inhibitors of T. brucei phosphofructokinase; O15648; Potency, µM (titrated, usually from 57.5 µM), for the others: top-dose activity, negative = inhibition, actives largely listed as inhibitors; 330,000 compounds, 0.17% hits; AID 485367; T. brucei PFK, ADP-Glo luminescence;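 note: potency is the fitted concentration of half-maximal effect; 0% = uninhibited 1x PFK enzyme wells and -100% = no-enzyme wells; nearly all actives have a fitted effect of over 60% in size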
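1.25 nM PFK with 0.5 mM F6P and 0.1 mM ATP in 0.1 M TEA pH 8.0, 5 mM MgCl2, incubated 45 min at room temperature; ADP measured by ADP-Glo luminescence; compounds titrated up to 57 uM.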
A-T KAP1 phos: potential ataxia-telangiectasia treatments restoring KAP-1 phosphorylation. […] A-T fibroblasts, KAP-1 phosphorylation AlphaLISA; neocarzinostatin DNA damage 30 min before lysis. Potency, µM (top dose mostly 57.5 µM), without a hit: at the top dose activation, actives largely listed as activators. 320,000 compounds, 0.19% hits. AID 485349; note: potency is the fitted concentration of half-maximal effect; % of control where 0% means no effect; nearly all actives have a fitted effect of over 45% in size
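hTERT-immortalized A-T patient fibroblasts ([…]), 500 cells/well in OPTI-MEM, 1% FBS, got compounds for 60 min, then NCS for 30 min at 37C. Lysates were then assayed for phospho-KAP-1 by AlphaLISA (anti-pKAP1 donor, anti-KAP1 acceptor beads), 6 hr at 25C.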
ASM inhibitor: human S-ASM enzyme inhibition; 340,000 compounds, 0.006% hits; P17405; placental ASM, HMU-PC fluorogenic substrate, 60 min; AID 504937; Potency, µM (series often up to 57.5 µM), for the others: at the top dose activity change, negative = inhibition, usual class: inhibitors; note: potency is the fitted concentration of half-maximal effect
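Fluorogenic HMU-PC substrate (9 uM final) is turned over by placental ASM in 60 min at 37 C after a 10 min compound preincubation. Reaction ended by alkaline stop (pH 10), with fluorescence read at 386/447 nm.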
Eya2 inh: blocks the phosphatase activity of human Eya2; O00167; recombinant Eya2, OMFP fluorescence dephosphorylation (OMFP is methylfluorescein phosphate); Potency, µM (top dose mostly 76.9 µM), inactives show at the top dose activity, negative = inhibition, hits mostly inhibitors; 330,000 compounds, 0.006% hits; AID 488837; note: potency is the fitted concentration of half-maximal effect; % is set by controls: 0 for no effect and ±100 for the full control effect
Target sequence (O00167 whole entry, looked up): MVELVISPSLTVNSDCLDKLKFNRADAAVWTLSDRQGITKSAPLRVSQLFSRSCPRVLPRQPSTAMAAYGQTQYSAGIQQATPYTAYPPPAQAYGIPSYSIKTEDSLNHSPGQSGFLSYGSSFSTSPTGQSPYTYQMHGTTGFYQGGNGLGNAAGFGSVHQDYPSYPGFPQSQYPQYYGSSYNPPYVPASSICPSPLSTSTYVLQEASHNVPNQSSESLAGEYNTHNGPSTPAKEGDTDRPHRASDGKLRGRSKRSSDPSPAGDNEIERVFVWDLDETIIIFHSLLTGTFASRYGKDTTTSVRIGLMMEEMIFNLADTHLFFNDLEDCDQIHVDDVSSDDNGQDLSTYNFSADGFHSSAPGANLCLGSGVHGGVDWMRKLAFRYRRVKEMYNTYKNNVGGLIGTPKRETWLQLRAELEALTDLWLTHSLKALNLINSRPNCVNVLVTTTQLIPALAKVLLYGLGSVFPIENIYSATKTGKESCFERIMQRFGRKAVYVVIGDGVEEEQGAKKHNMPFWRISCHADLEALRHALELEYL
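Eya2 protein (added as 0.2 uM solution) was preincubated with compound for 10 min at ambient temperature in 50 mM HEPES pH 7.5, 50 mM NaCl, 5 uM MgCl2, 0.05% BSA, 1 mM DTT. OMFP (added at 50 uM) then reacted 10 min; fluorescence read at 485/525 nm.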
TSHR antagonist: blocks TSH signaling through the human TSH receptor; P16473; TSHR-expressing cells, TSH-stimulated cAMP HTRF, 2 h; stronger effect = lower value; activity change, negative = inhibition, % at 11.5 µM; 330,000 compounds, 0.2% hits; AID 504810;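 active = activity change below a set negative limit, meaning inhibition stronger than a set level, cut at about -70% in these data; inconclusive = activity change between two set negative limits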; note: % is set by controls: 0 for no effect and ±100 for the full control effect
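Cell-based HTRF cAMP assay; TSHR cells + compound, TSH EC80 (4nM final), 2 h, 37 deg C. Lysis with anti-cAMP cryptate and cAMP-d2, 30 min RT, read 665/620 nm.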
Starred values were filed as active, the others as inactive; ? = inconclusive; · = not tested or not shown; [ ] = another dose, or the depositor's remark. Unless noted, calls come from the whole dose curve; as a rule, active = well fitted curve in the direction sought with a large enough effect; inconclusive = small, poorly fitted or top-dose-only effect, or another doubt; inactive = no such curve, though single readings can be large; an effect the other way counts as inactive or inconclusive.

Each structure is followed by: Mito fusion act, TCR act, Integrin act MD, Chronic BCR inh, TSG101-PTAP inh, ELG1 DNA repair, Tb PFK block, A-T KAP1 phos, ASM inhibitor, Eya2 inh, TSHR antagonist
CC(C)CNC(=O)CSc1n[nH]c(=O)n1CCc1ccccc1
→ 16.4%, -5.5%, 1.2%, 2.4%, -8.1%, 13.3%, -2.7%, ?, 6.1%, 20.4%, 23.9
Cc1ccc2nc(-c3ccc(NC(=O)CN4C(=O)NC(C)(c5ccc(OC(F)F)cc5)C4=O)cc3)sc2c1 (centres undefined)
→ -1.9%, -3.1%[46.1 µM], -44.5%, 21.4%, 0.5%, ?, 7.1%, 5.7%, 10.8%, -9.6%, -15.1
COC(=O)C(Cc1ccccc1)OS(N)(=O)=O (centres undefined)
→ 1.8%, -2.7%, 33.5%, 2.4%, -0.1%, ?, 0.5%, 11.4%, -2.8%, -11.5%, 13.3
CCCn1nnnc1SCC(=O)N1C(C)CCCC1C (centres undefined)
→ -2.7%, 1.4%, 13.2%, -0.3%, -6.0%, 23.6%, -2.1%, -3.1%, 8.9%, -21.7%, 5.5
CC(C)Oc1ccc(C(=O)/C(=C\c2cccs2)c2nc3ccccc3o2)cc1
→ 10µM*, -1.2%[46.1 µM], 42.4%, -1.6%, 1.4%, ?, 6.2%, -1.1%, -6.3%, -3.3%, -5.6
CC(=O)Nc1cccc(OCC(=O)NC(C)c2ccc3ccccc3c2)c1 (centres undefined)
→ 4.9%, 10.7%, -9.2%, -4.3%, -2.9%, -11.6%, -0.9%, 1.2%, 0.6%, -4.9%, -4.1
CCc1nnc(NC(=O)CSc2nnc(CNC(=O)c3ccc(OC)c(OC)c3)o2)s1
→ 1.4%, 3.6%, ?, 0.1%, -1.0%, 3.6%, 4.5%, -1.8%, 0.1%, 7.3%, 7.0
Cc1onc(NC(=O)NC(=O)c2c(F)cccc2Cl)c1Br
→ 2.5%, -2.9%, ?, -8.4%, 3.9%, 8.0%, 0.0%, 1.8%, 2.9%, 6.9%, 17.6
c1ccc(Cn2nnc3c(N4CCCC4)ncnc32)cc1
→ 4.1%, -4.8%, 7.0%[7.66 µM], 0.8%, -9.4%, -3.2%, 2.5%, -0.3%, 3.6%, -2.1%, -5.4
O=C(CSc1nnnn1C1CCCCC1)N1CCOCC1
→ -1.5%, 12.8%, 23.9%, 1.2%, -3.5%, -1.2%, -5.4%, -3.2%, 3.4%, -3.2%, -0.6
CCCc1nc(NCCO)c(C#N)c2c1CCCC2
→ 16.2%, -2.7%, 19.8%, -2.0%, -3.9%, -12.8%, 0.0%, -12.3%, 14.7%, -27.9%, -6.7
Cn1cnnc1Sc1ccc(S(C)(=O)=O)cc1[N+](=O)[O-]
→ 4.8%, -2.7%, 1.7%, -10.5%, -0.8%, 5.8%, 0.3%, 1.3%, 1.6%, -4.5%, 11.0
Cc1cc(C)nc(SCC(=O)N/N=C/c2cccs2)n1
→ -2.2%, -1.8%[46.1 µM], ?, 4.8%, 1.1%, -0.3%, -7.8%, 11.1%, 3.4%, -0.2%, -9.1
Cc1cc(-c2nnc3n2N=C(c2ccccc2)CS3)n[nH]1
→ -5.4%, -2.8%, 23.8%, ?, -5.0%, ?, 0.4%, 7.0%, -1.6%, 29.2%, -5.2
Cc1ccc(C)c(NS(=O)(=O)c2cc(C(=O)Nc3cccc(N(C)S(C)(=O)=O)c3)ccc2C)c1
→ -2.4%, -2.3%, -10.3%, 2.1%, -9.7%, ?, -0.3%, -2.8%, -22.9%, 6.0%, -12.7
Cc1ccccc1NC(=O)c1ccccc1NC(=O)c1cccs1
→ 10.0%, -5.8%, ?, -1.3%, -8.5%, -0.6%, 1.5%, 9.2%, -3.5%, -1.5%, 10.2
CC(=O)c1ccc(N(C(=O)CNC(=O)c2ccco2)C(C(=O)NC2CCCC2)c2cccnc2)cc1 (centres undefined)
→ -0.8%, -4.1%, 12.9%, 0.9%, 0.0%, 15.0%, -0.1%, 7.6%, -0.6%, 3.9%, -10.0
CC(=O)N1c2ccc3ccccc3c2C2C=CCC2C1c1ccc(Br)cc1 (centres undefined)
→ ?, 5.6%[46.1 µM], ·, ?, ·, 11.6%, -0.7%, 11.5%, ·, -5.7%, 45.4
CCOC(=O)C(C)Oc1c(C(=O)OC)sc2ncccc12 (centres undefined)
→ -1.2%, -0.5%, -12.2%, -6.6%, -0.8%, -2.7%, -1.2%, 6.6%, -0.2%, 7.6%, -3.9
CC(Oc1ccc2c(c1)oc(=O)c1ccccc12)C(=O)NCCCN1CCOCC1 (centres undefined)
→ -2.9%, 7.4%, -5.5%, -12.4%, -5.6%, 18.5%, -3.7%, -2.5%, 3.8%, 3.2%, 6.3

Each structure is followed by: Mito fusion act, TCR act, Integrin act MD, Chronic BCR inh, TSG101-PTAP inh, ELG1 DNA repair, Tb PFK block, A-T KAP1 phos, ASM inhibitor, Eya2 inh, TSHR antagonist
CCn1c(=O)cc(SCC(=O)Nc2cccc(C)n2)c2ccccc21
→ -8.2%, -2.5%, -2.2%, -13.8%, -10.9%, ?, 0.0%, -2.1%, -2.9%, 2.3%, -2.4
C/C(=N/N=C(/C)c1cccs1)c1cccs1
→ -2.9%, -1.7%, 3.3%, ?, -3.3%, ?, -2.6%, -5.9%, -6.0%, -13.2%, -8.2
CS(=O)(=O)c1ccc(-c2cn3cc(C(=O)O)ccc3n2)cc1
→ 26.0%, -4.1%, 12.3%, -15.3%, -0.6%, -0.9%, -9.4%, -4.2%, 10.4%, 7.5%, 43.2
CCc1cccc(NC(=O)c2cccc3c2C(=O)N(C2CCCCC2)C3)c1
→ -34.5%[inhibitor], -4.2%, 32.1%, 10.2%, -0.4%, -2.6%, 0.0%, 3.9%, -0.3%, 15.9%, 0.6
O=C(Nc1cccc(Cl)c1)N1CCC(CO)(CCOc2ccccc2)CC1
→ 8.0%, -5.9%, -10.8%, 6.5%, -3.6%, -0.4%, -3.8%, 1.4%, -8.1%, -12.0%, -9.9
COc1ccccc1C(=O)NCC(=O)OCC(=O)Nc1cccc(S(=O)(=O)N(C)C)c1
→ 0.2%, -1.1%, -2.8%, -0.1%, 1.4%, 15.1%, 5.5%, 3.1%, -1.0%, 7.0%, -3.5
CCCCC[C@H](O)/C=C/[C@H]1C=CC(=O)[C@@H]1C/C=C\CCCC(=O)O
→ 4.7%, ·, ·, ?, ·, 12.5%, 30.1µM*, 9.7%, ·, 4.9%, 3.1
O=C(Nc1ccccc1N1CCCC1)C1CCN(S(=O)(=O)c2ccccc2C(F)(F)F)CC1
→ 15.5%, -4.6%, -1.1%, 5.1%, -3.1%, ?, -1.2%, -0.9%, 1.1%, -1.1%, 1.9
Cn1cnc2cc(NC(=O)c3ccco3)ccc21
→ -5.1%, -1.2%, 13.2%, ?, -4.6%, ?, -0.8%, -11.4%, -1.7%, -15.8%, 9.3
Cc1nc(NC(=O)c2ccccc2)sc1Cc1ccc2c(c1)OCO2
→ 14.7%, 7.1%[46.1 µM], -2.3%, ?, 0.5%, -13.7%, 1.6%, -4.9%, -3.6%, -2.0%, -24.8
COc1ccccc1NC(=O)CSc1nnc(CNC(=O)c2ccccc2F)o1
→ -0.1%, 5.0%, 19.7%, 0.2%, -3.5%, 0.6%, 1.5%, -0.1%, 3.5%, 0.5%, -6.7
CC1=C(C(=O)OC(C)C)C(c2cccs2)NC(=S)N1 (centres undefined)
→ -0.1%, -3.6%[46.1 µM], -21.7%, 0.2%, 2.6%, -8.5%, -3.8%, 4.0%, 3.3%, -2.9%, 5.2
O=C(N/N=C/C=C/c1ccccc1)c1cccnc1
→ -1.9%, 2.7%, -10.6%, ?, 0.5%, 5.2%, 1.0%, 4.4%, -1.0%, -1.1%, -5.7
